# STEP block: inhibitors of human striatal-enriched phosphatase STEP | P54829 | recombinant STEP, OMFP fluorogenic substrate, fluorescence | inhibition, % at 20 µM | 360,000 tested, 0.25% active | AID 588621;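 active means inhibition at 20 µM, scaled per plate between control wells, above about 37%, limit read from the data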;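 further: 0% = DMSO with enzyme and substrate and 100% = substrate only without enzyme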
# Target sequence (P54829 whole entry, looked up): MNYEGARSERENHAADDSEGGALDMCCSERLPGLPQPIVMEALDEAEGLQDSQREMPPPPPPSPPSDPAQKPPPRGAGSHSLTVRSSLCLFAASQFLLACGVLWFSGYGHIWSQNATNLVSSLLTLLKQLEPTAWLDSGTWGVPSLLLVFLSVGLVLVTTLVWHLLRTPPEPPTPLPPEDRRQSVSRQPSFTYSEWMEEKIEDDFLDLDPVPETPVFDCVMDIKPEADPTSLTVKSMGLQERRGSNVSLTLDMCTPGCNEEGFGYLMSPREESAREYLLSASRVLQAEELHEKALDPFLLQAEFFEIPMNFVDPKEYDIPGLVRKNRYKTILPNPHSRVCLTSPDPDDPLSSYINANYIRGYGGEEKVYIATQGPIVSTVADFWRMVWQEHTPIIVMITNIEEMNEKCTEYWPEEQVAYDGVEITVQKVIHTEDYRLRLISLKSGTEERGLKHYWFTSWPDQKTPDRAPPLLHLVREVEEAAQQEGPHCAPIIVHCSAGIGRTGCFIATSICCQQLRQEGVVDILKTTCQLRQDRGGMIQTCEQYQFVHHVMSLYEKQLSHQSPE
#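 Material: STEP (striatal-enriched tyrosine phosphatase) enzyme, cell-free; Compound dosing: 20 µM single dose in 1% DMSO; Technique: fluorescence read at 480 nm ex / 540 nm em; Times: reaction 20 min, ambient temperature; Medium: 50 mM Bis-Tris pH 6.0 with 2.5 mM DTT and 0.005% Tween 20; Also added: OMFP at 25 µM.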
# CSN deneddyl inh: blocks human CSN-mediated cullin deneddylation. Q92905. Purified CSN, SCF-Nedd8-OG deneddylation, fluorescence polarization. inhibition, % at 12.5 µM. 360,000 tested, 0.38% active. AID 651999;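 active means pattern-corrected inhibition above about 35%, with an unprinted fluorescence ratio check between 0.5 and 1.5, limit read from the data, passing the limit was not always enough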;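 further: 0% = enzyme with substrate and 100% = substrate without enzyme; some results filed as inactive read as strong as hits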
#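 Assay system: HEK293T-derived human Csn5 enzyme; quantity: 0.24 nM enzyme; medium: Tris/NaCl/DTT buffer, pH 7.5; also added: substrate SCFSkp2-Nedd8OG, 10 nM; doses: 12.5 µM compound; schedule: 90 min reaction at room temperature; signal: FP; read-out: % inhibition of substrate cleavage by Csn5; benchmarks: substrate-only high control, full reaction low control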
# SUMO1-SIM PPI: SUMO1-SIM interaction modulation; P63165; SUMO1 binding to a labelled peptide, TR-FRET, 1 h; inhibition, % at 20 µM; 360,000 tested, 0.33% active; AID 602429; in the data active means inhibition above about 37%
# DNMT1 inh: inhibitors of human DNMT1. AID 588458. inhibition (reported as % activation of signal), % at 10 µM. P26358. 360,000 tested, 0.83% active. DNMT1 molecular beacon, Hinp1I cleavage, fluorescence; in the data active means inhibition above about 50%
# Rin1 Abl inh: blocks binding of human Rin1 to Abl; TR-FRET Rin1/Abl binding, biochemical; inhibition, % at 7.35 µM; 360,000 tested, 0.4% active; in the data active means inhibition above about 5%, passing the limit was not always enough
# Scp1 inh: blocks human Scp-1 phosphatase activity; Q9GZU7; Recombinant Scp1, phosphopeptide, malachite green phosphate absorbance; inhibition, % at 20 µM; 340,000 tested, 0.88% active; AID 493091;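 active means inhibition above about 50% at 20 µM, limit read from the data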;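 further: plate controls were DMSO wells with enzyme for no effect and wells lacking enzyme for full effect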
#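 Material: truncated SCP-1 phosphatase (76-261aa) / Buffer or medium: 50 mM Tris acetate pH 5.5, 0.005% Tween-20, 10 mM MgCl2 / Compound dosing: one concentration, 20 µM, with 1.0% DMSO / Incubation: 45 min room-temperature reaction, 5 min colour, 30 min stabiliser / Detection: colorimetric free-phosphate detection, absorbance 630 nm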
# NadD inh: blocks S. aureus nicotinate mononucleotide adenylyltransferase; purified NadD enzyme, colorimetric absorbance read-out; inhibition, % at 20 µM; 360,000 tested, 0.78% active; AID 602399; in the data active means inhibition above about 26%; further: some compounds past the cut are filed as inactive
# LMPTP inh: blocks human LMPTP phosphatase. AID 651560. 360,000 tested, 0.22% active. inhibition, % at 20 µM. recombinant LMPTP-A, OMFP fluorogenic substrate, fluorescence intensity. P24666;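 active means compounds that cut the enzyme signal by at least half of the control window in the single-dose screen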;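 further: plate controls were DMSO wells with enzyme plus substrate for no effect and substrate without enzyme for full effect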
# Target sequence (P24666 whole entry, looked up): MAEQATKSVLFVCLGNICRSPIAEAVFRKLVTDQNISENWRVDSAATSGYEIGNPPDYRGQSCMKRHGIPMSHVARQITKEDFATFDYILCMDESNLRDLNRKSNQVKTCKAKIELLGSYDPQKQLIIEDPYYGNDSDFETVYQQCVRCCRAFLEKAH
#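 Test system – LMPTP-A enzyme · Amount – LMPTP-A at 0.625 nM final in the reaction · Buffer or medium – Bis-Tris pH 6.0, DTT, detergent · Reagent – OMFP 400 µM · Doses – single 20 µM dose · Schedule – reaction 50 min, room temperature, dark · Detection – fluorescence intensity of OMFP turnover product · Evaluation – percent inhibition versus substrate-only and uninhibited controls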
# Neddylation inh: inhibitors of human cullin neddylation. P61081+Q13564. TR-FRET cullin neddylation, biochemical. calls only at 25 µM. 360,000 tested, 0.58% active. AID 651699; in the data active means inhibition above about 36%
# Rpn11 block: Rpn11 (human) deubiquitinase inhibition. O00487. human 26S proteasome, Ub4-pepOG fluorescence polarization; 20S core pre-blocked with epoxomicin. calls only at 20 µM. 360,000 tested, 0.59% active;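 active means inhibition at 20 µM, scaled to each plate's controls, above about 33%, limit read from the data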
# Target sequence (O00487 whole entry, looked up): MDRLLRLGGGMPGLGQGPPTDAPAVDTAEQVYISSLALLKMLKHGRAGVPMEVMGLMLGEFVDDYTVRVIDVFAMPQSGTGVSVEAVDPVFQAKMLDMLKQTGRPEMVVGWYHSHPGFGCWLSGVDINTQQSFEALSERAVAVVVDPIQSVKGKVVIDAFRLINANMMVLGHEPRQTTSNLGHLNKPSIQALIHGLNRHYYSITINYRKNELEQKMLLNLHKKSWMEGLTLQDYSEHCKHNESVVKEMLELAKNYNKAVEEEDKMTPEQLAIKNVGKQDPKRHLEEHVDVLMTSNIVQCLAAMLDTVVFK
# * = called active by the depositor; i = inactive; / = not tested or not shown.
cpd	molecule	STEP block	CSN deneddyl inh	SUMO1-SIM PPI	DNMT1 inh	Rin1 Abl inh
1	CN(C)N1C(N)=C(C#N)C(c2ccc(F)cc2)C2=C1CC(C)(C)CC2=O (stereo not drawn)	0	0	4	2	4
2	O=C(CSc1ccccn1)c1ccc(F)cc1	-1	1	-1	-5	3
3	COC(=O)CSc1nc2ccc(C)cc2cc1C#N	0	7	-12	2	2
4	CCOC(=O)c1ccc2c(c1)NCc1cccc(OC)c1O2	0	3	0	-2	1
5	CC1=CC(C)(C)N(C(=O)c2ccccc2)c2ccccc21	3	0	-6	-3	0
6	CN1C[C@@H]2C(c3ccccc3)C3(c4ccccc4)CC2(C3)[C@H]1c1ccccc1 (stereo partly drawn)	-1	12	-1	5	1
7	O=C(c1ccccc1[N+](=O)[O-])N1CCN(c2ccc(N3CCOCC3)nn2)CC1	-1	0	-25	1	3
8	O=C(NCCc1ccc2c(c1)OCCO2)c1cccc(S(=O)(=O)N2CCCC2)c1	0	4	-2	0	7

cpd	Scp1 inh	NadD inh	LMPTP inh	Neddylation inh	Rpn11 block
1	-5	3	-0.7	i	i
2	-5	6	-0.8	i	i
3	-5	-3	0.2	i	i
4	-8	-4	1.1	/	i
5	-14	-7	-0.1	i	i
6	1	-1	0.4	i	i
7	-4	9	1.5	i	i
8	-16	0	-0.7	i	i

# (listing goes on)
cpd	molecule	STEP block	CSN deneddyl inh	SUMO1-SIM PPI	DNMT1 inh	Rin1 Abl inh
9	O=C(CCS(=O)(=O)c1ccccc1)Nc1nc(-c2cccs2)cs1	-1	3	-11	-7	0
10	Cn1c(=O)c2c(ncn2CC(=O)Nc2ccc(N3CCOCC3)cc2)n(C)c1=O	-2	0	-1	-2	-6
11	COc1ccc(NC(=O)CSc2nc3ccsc3c(=O)n2CCC(=O)O)cc1	-3	-1	2	1	0
12	COc1ccc(C(=O)Nc2ccccc2C(=O)N/N=C/c2ccccc2OC)cc1	0	3	-1	-10	7
13	Cc1c(N2C(=O)/C(=C3/C(=O)N(C)c4ccccc43)SC2=S)c(=O)n(-c2ccccc2)n1C	0	0	0	1	5
14	CCc1nnc(NC(=O)CSc2nc(C)cc(C)c2C#N)s1	0	-1	-6	5	1
15	ClCCn1c(CCl)nc2ccc(Cl)cc21	1	-4	6	14	1
16	Cc1cc(=O)[nH]c(Nc2ccc(N(C)C)cc2)n1	-1	-3	-4	5	3

cpd	Scp1 inh	NadD inh	LMPTP inh	Neddylation inh	Rpn11 block
9	-15	3	1.6	i	i
10	1	1	-1.7	i	i
11	/	-4	-0.6	i	i
12	-4	9	0.9	i	i
13	-4	20	0.3	i	i
14	-5	-1	0.8	i	i
15	/	-2	-1.5	i	i
16	-8	6	0.1	i	i

# (further entries)
cpd	molecule	STEP block	CSN deneddyl inh	SUMO1-SIM PPI	DNMT1 inh	Rin1 Abl inh
17	COc1ccc(-c2sc3ccccc3c2/C=C/c2ccc(OC)c(OC)c2)cc1	-1	-1	2	-5	6
18	Cc1cccc(S(=O)(=O)Nc2cccc3c2C(=O)c2ccccc2-3)c1	-2	7	-13	-2	-3
19	Cc1ccc(S(=O)(=O)NCCC(=O)Nc2cc(S(=O)(=O)N(C)C)ccc2C)cc1C	-2	4	5	0	1
20	COC(=O)C(C)Oc1ccc(Oc2nc(Cl)ccc2Cl)cc1 (stereo not drawn)	1	6	0	2	0
21	O=C(c1cc2ccccc2oc1=O)N(Cc1cccs1)C1CCS(=O)(=O)C1 (stereo not drawn)	-2	-1	-7	5	0
22	COc1cc(NS(=O)(=O)c2ccc(-c3ccc(=O)[nH]n3)o2)cc(OC)c1OC	-2	-1	-9	0	0
23	COc1ccc(Cn2nnnc2CN2CCC(O)(c3ccccc3F)CC2)cc1	-2	-1	-1	2	-2
24	CCC1CCCCN1CC(O)Cn1c2ccccc2n2c(=O)cc(C)c(C#N)c12 (stereo not drawn)	-2	0	2	2	-1

cpd	Scp1 inh	NadD inh	LMPTP inh	Neddylation inh	Rpn11 block
17	-11	-6	4.2	/	i
18	-10	1	1.4	i	i
19	-10	-6	-0.6	i	i
20	-9	-8	0.6	i	i
21	-2	-5	0.2	i	i
22	-4	-6	-0.3	i	i
23	6	-5	-1.9	i	i
24	-5	-7	-0.5	i	i

# (listing goes on)
cpd	molecule	STEP block	CSN deneddyl inh	SUMO1-SIM PPI	DNMT1 inh	Rin1 Abl inh
25	CNC(=O)c1cn(-c2ccccc2)c(=O)c2ccccc12	1	-5	-2	2	-3
26	Cc1nc2nc(-c3ccc(F)cc3)cn2nc1C	0	2	-29	-1	0
27	O=C(COc1ccccc1[N+](=O)[O-])Nc1cccc(Cl)c1N1CCOCC1	-4	3	-15	1	-3
28	O=C(NCC(c1ccc(F)cc1)N1CCOCC1)c1ccc(C(=O)c2ccccc2)cc1 (stereo not drawn)	0	6	-11	-1	-1
29	CCOc1ccc2nc(N3CCC(C(=O)NCCCN4CCOCC4)CC3)sc2c1	-1	-2	-1	0	-1
30	C/C(Nc1ccc(Cl)cc1)=C1/CCOC1=O	-2	-1	-4	7	2
31	COc1ccc(/C=N/NC(=O)CN(C)C(=O)OCc2ccccc2)cc1OC	-1	3	0	-3	4
32	O=C(COc1cc2oc(=O)c3c(c2cc1Cl)CCCC3)NCC1CCC(C(=O)O)CC1 (stereo not drawn)	-2	1	11	0	-2

cpd	Scp1 inh	NadD inh	LMPTP inh	Neddylation inh	Rpn11 block
25	-6	-4	-2.3	i	i
26	4	-1	0.5	/	i
27	-10	-8	1.2	i	i
28	1	-5	-0.6	i	i
29	-6	-6	-2.6	i	i
30	-5	-1	-3.0	i	i
31	5	-5	-1.1	i	i
32	6	10	0.4	i	i

# Additional compounds
cpd	molecule	STEP block	CSN deneddyl inh	SUMO1-SIM PPI	DNMT1 inh	Rin1 Abl inh
33	CCc1ccc(CSc2nccn2-c2ccccc2)cc1	0	1	0	-2	-1
34	Cc1ccc2c(c1)[nH]c1c(=O)n(Cc3ccccn3)cnc12	2	-3	-3	1	1
35	CC(C)CN(C(=O)c1cccs1)C1CCS(=O)(=O)C1 (stereo not drawn)	-1	2	-1	0	1
36	CCCN1CCc2c(sc3nc(SC)n(-c4ccccc4)c(=O)c23)C1	2	7	-12	-1	-4
37	Cc1ccc(OC(=O)C(C)c2cccc(C(=O)c3ccccc3)c2)cc1 (stereo not drawn)	0	3	2	-1	1
38	O=C(Cc1cc(=O)[nH]c(=O)[nH]1)NCCN1CCOCC1	2	-3	2	4	2
39	CCc1nc2c(OCc3ccccc3C(=O)OC)cccn2c1N(C)C(=O)c1cccs1	3	-5	8	-1	5
40	Cc1ccc(S(=O)(=O)N2CCCCC2)cc1NC(=O)C1=NN(c2ccccc2)C(=O)CC1	-1	1	0	-5	-2

cpd	Scp1 inh	NadD inh	LMPTP inh	Neddylation inh	Rpn11 block
33	-1	1	1.4	i	i
34	-8	3	-0.5	i	i
35	13	-3	0.1	i	i
36	-2	4	3.4	i	i
37	-5	11	3.3	i	i
38	-4	-2	-0.6	i	i
39	/	2	0.0	i	i
40	-4	-4	0.0	i	i

# Compound profiles (already shown). Screens in order: STEP block	CSN deneddyl inh	SUMO1-SIM PPI	DNMT1 inh	Rin1 Abl inh	Scp1 inh	NadD inh	LMPTP inh	Neddylation inh	Rpn11 block
# Cc1ccc(OC(=O)C(C)c2cccc(C(=O)c3ccccc3)c2)cc1 (stereo not drawn) in the list: 0	3	2	-1	1	-5	11	3.3	i	i
# Cc1ccc(S(=O)(=O)N2CCCCC2)cc1NC(=O)C1=NN(c2ccccc2)C(=O)CC1 in the list: -1	1	0	-5	-2	-4	-4	0.0	i	i
# O=C(Cc1cc(=O)[nH]c(=O)[nH]1)NCCN1CCOCC1 in the list: 2	-3	2	4	2	-4	-2	-0.6	i	i
# CC(C)CN(C(=O)c1cccs1)C1CCS(=O)(=O)C1 (stereo not drawn) in the list: -1	2	-1	0	1	13	-3	0.1	i	i

# Single entries from the results shown:
# Under NadD inh, compound 39 has the entry 2
# Under SUMO1-SIM PPI, compound 33 has the entry 0
# Under CSN deneddyl inh, compound 36 has the entry 7
# Under DNMT1 inh, compound 37 has the entry -1

# (further entries)
cpd	molecule	STEP block	CSN deneddyl inh	SUMO1-SIM PPI	DNMT1 inh	Rin1 Abl inh
41	COc1ccc(C(=O)Nc2nc(N)n(-c3ccccc3)n2)cc1OC	-15	0	5	-2	-3
42	CCOc1cccc2sc(=NC(=O)CCS(=O)(=O)c3ccccc3)n(CC)c12	0	7	-7	1	1
43	CCCOC1(NC(=O)c2ccccc2)C(C)=CC(=O)C=C1C	0	-4	4	1	5
44	CC(=O)Nc1c(O)nc(SCC(=O)Nc2c(C)cccc2C)[nH]c1=O	-1	1	3	-1	-2
45	CNc1ccccc1C(=O)OC(C)C(=O)Nc1ccc(S(=O)(=O)N2CCCC2)cc1 (stereo not drawn)	0	2	-30	0	1
46	COC(=O)c1sc(NC(=O)c2ccc(C)o2)nc1C	-3	-14	5	9	-3
47	CCCCCCCCNC(=O)c1cnsn1	0	0	-2	6	4
48	CC(C)=CCC/C(C)=C/CNC(=O)C[C@H]1C[C@H](C(=O)N2CCCCC2)[C@@]2(C)c3[nH]c4ccc(Cl)cc4c3CCN2C1=O	1	1	-3	31	-3

cpd	Scp1 inh	NadD inh	LMPTP inh	Neddylation inh	Rpn11 block
41	-10	1	0.5	i	i
42	-5	-5	5.0	i	i
43	-6	1	0.3	i	i
44	-11	-3	-1.0	i	i
45	0	10	1.2	/	i
46	0	1	-1.2	i	i
47	-8	3	1.0	i	i
48	-4	-3	-0.7	i	i

# Next part.
cpd	molecule	STEP block	CSN deneddyl inh	SUMO1-SIM PPI	DNMT1 inh	Rin1 Abl inh
49	Cc1noc(C)c1COC(=O)/C=C/c1ccccc1Cl	-2	-3	-8	0	-2
50	CCOc1cc2[nH]c(=S)n(CCCCC(=O)NCc3ccco3)c(=O)c2cc1OCC	0	-3	-1	37	-2
51	CCCc1c(C(=O)N/N=C/c2ccccc2OCc2ccc(F)cc2)nnn1-c1nonc1N	2	3	-1	15	-3
52	Cc1ccc2oc(=O)n(CC(=O)c3ccc(F)cc3)c2c1	-3	0	-4	2	-1
53	CC(C)CN(C(=O)Cn1ccccc1=O)C1CCS(=O)(=O)C1 (stereo not drawn)	-1	-10	6	2	2
54	COC(=O)c1cc(S(=O)(=O)N2CCC(C(N)=O)CC2)oc1C	-2	1	2	3	-4
55	O=C(c1cc(-c2ccco2)on1)N1CCCc2ccccc21	0	7	5	6	3
56	O=C(Nc1ccccc1N1CCN(c2ccccc2)CC1)C1CCCCC1	-1	0	1	4	-3

cpd	Scp1 inh	NadD inh	LMPTP inh	Neddylation inh	Rpn11 block
49	-5	-6	1.2	i	i
50	-11	-1	1.4	i	i
51	-2	10	-2.0	i	i
52	-14	-3	-0.5	i	i
53	-12	-4	-1.1	i	i
54	-5	-4	-2.4	i	i
55	11	5	2.9	i	i
56	-10	-6	-1.6	i	i
